# Screening data from PubChem BioAssay.
# JMJD2E inh = blocks human JMJD2E demethylase activity; AID 2147; JMJD2E catalytic domain, FDH-coupled NADH fluorescence (FDH is formaldehyde dehydrogenase); 230,000 tested, 1.6% active; B2RXH2; Potency, µM (doses to about 57.1 µM), for the others: top-dose activity change, negative = inhibition, usual class: inhibitors; active = well fitted inhibition curve with a large enough effect, not every such curve was filed as active; inconclusive = small, poorly fitted or top-dose-only effect, or another doubt; inactive = no such curve, though single readings can be large or run the other way;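 also: 0% = wells with enzyme and -100% = buffer wells without enzyme; nearly all actives have a fitted effect of over 50% in size; many of its hits are not listed in these tables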
# Target sequence (B2RXH2 1-337 limits assumed): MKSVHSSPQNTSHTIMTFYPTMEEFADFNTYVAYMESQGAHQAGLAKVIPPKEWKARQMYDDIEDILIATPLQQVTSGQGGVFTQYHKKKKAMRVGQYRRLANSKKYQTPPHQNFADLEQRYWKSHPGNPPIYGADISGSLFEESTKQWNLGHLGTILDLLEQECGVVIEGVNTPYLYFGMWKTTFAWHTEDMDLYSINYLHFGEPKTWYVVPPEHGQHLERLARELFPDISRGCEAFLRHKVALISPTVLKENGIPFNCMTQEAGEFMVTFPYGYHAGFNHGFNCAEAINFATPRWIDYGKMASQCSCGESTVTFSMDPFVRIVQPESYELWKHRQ
# Luc counter = blocks Kinase-Glo luciferase, a counter-screen artifact | Potency, µM (titrated, usually from 38.3 µM), inactives show top-dose activity change, negative = inhibition, usual class: inhibitors | Kinase-Glo luciferase, ATP luminescence, 8 min | Q27757 | 200,000 tested, 0.28% active | AID 1379; also: % is scaled to controls: 0 for no effect and ±100 for the full control effect; nearly all actives have a fitted effect of over 60% in size
#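 Compound is pinned into ATP-containing buffer (10 uM ATP, imidazole pH 7.2, 7 mM MgCl2). Kinase-Glo luciferase reagent is then added. Light output is recorded following an 8-min room-temperature incubation.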
# RGS12 GoLoco inh = RGS12 GoLoco-Gai1 interaction inhibition | Gai1:RGS12 GoLoco peptide FP, rhodamine, 10 min | Potency, µM (titrated, usually from 61.6 µM), for inactives: at the highest dose activity, negative = inhibition, hits mostly inhibitors | 230,000 tested, 0.44% active | AID 880; active = well fitted inhibition curve with a large enough effect, not every such curve was filed as active; inactive = no such curve, though single readings can be large or run the other way; also: % is scaled to controls: 0 for no effect and ±100 for the full control effect; nearly all actives have a fitted effect of over 30% in size; many of its hits are not listed in these tables
# IMPase Li inh = cell-permeable IMPase inhibitors with lithium potentiation | Potency, µM (top dose mostly 59.4 µM), inactives show at the top dose activity, negative = IMPase inhibition, usual class: inhibitors | CHO-M1 cells, IP1 TR-FRET (IP-One), carbachol + lithium | 210,000 tested, 0.35% active;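 also: IP1 builds up when IMPase is blocked and the TR-FRET signal falls; plate controls were basal vehicle for no effect and high inhibitor control for full effect; nearly all actives have a fitted effect of over 50% in size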
#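 CHO-M1, 2000 cells/well, 16–30 h culture; cpd + low Li+, 30 min 37C; lysis with d2-IP1/Eu-anti-IP1 Ab, 10 min RT; TR-FRET 665/620 ratio and 620 channel; AC50 via Hill.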
# RECQ1 inh = RECQ1 (human) helicase inhibition; P46063; RECQ1 DNA unwinding, red fluorescence kinetic read; Potency, µM (doses to about 57.3 µM), for the others: top-dose activity, negative = inhibition, usual class: inhibitors; 240,000 tested, 0.54% active; AID 2549;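 also: plate controls were vehicle for no effect and no enzyme for full effect; nearly all actives have a fitted effect of over 30% in size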
# Target sequence (P46063 whole entry, looked up): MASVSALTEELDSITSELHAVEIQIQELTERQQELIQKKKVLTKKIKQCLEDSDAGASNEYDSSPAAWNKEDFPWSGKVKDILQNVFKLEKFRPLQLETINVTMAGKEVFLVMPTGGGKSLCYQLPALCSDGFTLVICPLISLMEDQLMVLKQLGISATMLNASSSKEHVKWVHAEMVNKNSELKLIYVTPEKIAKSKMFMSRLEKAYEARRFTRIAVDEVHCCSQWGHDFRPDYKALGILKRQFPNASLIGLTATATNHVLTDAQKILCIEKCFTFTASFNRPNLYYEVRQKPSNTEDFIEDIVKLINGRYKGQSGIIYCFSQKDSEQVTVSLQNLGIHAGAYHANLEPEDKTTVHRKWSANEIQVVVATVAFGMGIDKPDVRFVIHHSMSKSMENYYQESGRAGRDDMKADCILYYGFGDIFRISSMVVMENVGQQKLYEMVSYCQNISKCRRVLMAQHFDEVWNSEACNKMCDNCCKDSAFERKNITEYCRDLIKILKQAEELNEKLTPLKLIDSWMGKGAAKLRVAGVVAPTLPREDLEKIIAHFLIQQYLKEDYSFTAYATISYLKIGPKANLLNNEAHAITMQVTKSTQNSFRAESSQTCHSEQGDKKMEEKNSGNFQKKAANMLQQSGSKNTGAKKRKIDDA
#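 50 nM RECQ1T1 preincubated 15 min with compound in Tris pH 8.0 buffer with MgCl2, DTT, Tween-20 and 2.5 ug/ml poly(dI-dC); started with 200 nM TAMRA/BHQ-2 forked duplex and 2 mM ATP. Unwinding read as fluorescence (525/598 nm), two reads 2 h apart.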
# NPSR antagonist = antagonists of human neuropeptide S receptor cAMP signaling | Q6W5P4 | AID 1461 | Potency, µM (top dose mostly 38.3 µM), without a hit: at the top dose activity change, negative = inhibition, usual class: inhibitors | CHO-NPSR cells, cAMP TR-FRET, antagonist mode | 220,000 tested, 1% active; also: % is scaled to controls: 0 for no effect and ±100 for the full control effect; nearly all actives have a fitted effect of over 50% in size; many of its hits are not listed in these tables
# SMN2 splice up = increases expression of the SMN2 splice variant. HEK293 SMN2-luciferase splicing reporter, luminescence, 30-36 h. Potency, µM (titrated, usually from 46.1 µM), for the others: at the highest dose activity change, positive = activation, hits mostly activators. 210,000 tested, 2.8% active. AID 1458; also: % of control where 0% means no effect; nearly all actives have a fitted effect of over 55% in size
#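 qHTS luciferase splicing reporter: luminescence rises when SMN2 exon 7 is included in transfected HEK293 cells. Compound exposure lasted 30-36 h at 37C, with 4.5 mM final sodium butyrate as control, followed by a ONE-Glo read.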
# Epigenetic reg = regulators of epigenetic silencing causing reporter derepression in mouse cells; murine LDR cells, GFP reporter derepression, 30 h; Potency, µM (highest dose often 53.9 µM), for inactives: at the top dose GFP activation, actives largely listed as activators; 280,000 tested, 0.2% active; AID 1865; also: % of control where 0% means no effect; nearly all actives have a fitted effect of over 60% in size
#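 Murine LDR cells carrying a silenced, genomically integrated CMV-driven GFP reporter were exposed to compound for 30 hours at 37 C. After PBS washes, GFP-positive cells (20–120 um objects) were counted by laser-scanning microplate cytometry.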
# Numbers without * were called inactive; i = inactive; ? = inconclusive; / = not tested or not shown; & = joins results of further samples; [ ] = remark or other dose. Unless noted, calls follow the shape of the dose curve; as a rule, active = well fitted curve in the direction sought with a large enough effect; inconclusive = small, poorly fitted or top-dose-only effect, or another doubt; inactive = no such curve, though single readings can be large; an effect the other way counts as inactive or inconclusive. Potency is read from the fitted curve at half-maximal effect.
SMILES,JMJD2E inh,Luc counter,RGS12 GoLoco inh,IMPase Li inh,RECQ1 inh,NPSR antagonist,SMN2 splice up,Epigenetic reg
Cc1c(C(=O)NC(=S)NCC(C)C)oc2ccccc12,-15%,-2%,15%,-4%,-14%,4%,13µM*,-3.2%
NCCOc1ccccc1Cc1ccccc1,-16%,6%,6%,-3%[38.3 µM],-1%,21%[46.1 µM],-15%,-5.8%
O=C(CSc1nc2ccc(N3CCOCC3)cc2c(=O)n1CCc1ccccc1)NCC1CCCO1 (stereo unspecified),?,2%,-1%,-2%,-1%,-18%,-60%[inhibitor],2.4%
CN(c1ccc(OCC(=O)OCC(=O)Nc2ccccc2F)cc1)S(=O)(=O)c1cccs1,10%,-1%,11%,5%,-2%,8%,2%,0.0%
Cc1ccc(C(=O)NC(N(C)C)C(Cl)(Cl)Cl)cc1 (stereo unspecified),7%,0%,3%,-2%,-13%,13%,9%,2.6%
COC(=O)c1sccc1-n1cccc1C(=O)C(=O)Nc1ccc(F)cc1,-1%,-3%,6%,1%,11%,-7%,-27%,0.0%
Cc1ccc(C(=O)OCc2cn(-c3ccccc3)nn2)cc1,-7%,-2%,226%[activator],8%,i,-11%,13%,-1.4%
O=C(NNC(=O)c1cc2cc3ccccc3nc2s1)c1cccc(Cl)c1,?,-4%,52%[activator],-6%[38.3 µM],-6%,-3%[46.1 µM],23%,-1.1%
CCS(=O)(=O)c1ccc2c(c1)N(S(C)(=O)=O)CC(C(=O)NCCOC)O2 (stereo unspecified),-1%,3%,3%,-3%[38.3 µM],-7%,3%[46.1 µM],-16%,-1.1%
CCCc1c(C(=O)Nc2ccc(OC)cc2)cnn1-c1ccccc1,-16%,/,8%,/,-11%,42%,/,0.4%
Cc1c(F)cccc1NC(=O)CCCCCC1NC(=O)NC1C (stereo unspecified),7%,-1%,11%,-13%,3%,13%,5%,-1.6%
CC(C)(C)OC(=O)CNC(=O)c1[nH]cnc1C(=O)Nc1ccc(Cl)cc1,-1%,/,7%,/,i,1%,/,-1.2%
Cc1ccc(S(=O)(=O)NN2C(=O)c3ccccc3NC2c2ccccc2O)cc1 (stereo unspecified),?,4%,-32%,-12%,-2%,-43%,10%,-6.7%
CN1C(=O)/C(=C/c2ccccc2OCc2cccc(F)c2)NC1=S,1%,4%,9%,11%,-6%,-30%[46.1 µM],-17%,0.0%
CSC1=NCCN1C(=O)Cc1ccc(Cl)cc1,6%,-3%,-3%,2%[38.3 µM],-27%,-4%[46.1 µM],-3%,5.5%
COc1ccc(C(=O)N2CCC[C@@]3(CCN(c4ncccn4)C3)C2)cc1,/,-3%,2%,-2%,-1%,/,6%,/
CC(O)COc1ccc(/C(=N/O)c2ccccc2)cc1 (stereo unspecified),10%,7%,0%,12%[38.3 µM],-6%,-15%[46.1 µM],8%,0.8%
COc1ccc(C(=O)COC(=O)CCn2nnc(-c3cccc(O)c3OC)n2)cc1,2%,-7%,1%,-1%[38.3 µM],-1%,7%[46.1 µM],-1%,6.0%
Cc1sc2nc(SCC(=O)NCCO)n(-c3ccccc3)c(=O)c2c1C,-8%,0%,9%,-1%,i,22%,/,1.0%
CC(C)C1=NN2C(=N)CC(=O)N=C2S1,?,0%,-3%,3%[38.3 µM],i,-8%[46.1 µM],?,0.8%

# Two entries from above, as labelled records.
mol: CN(c1ccc(OCC(=O)OCC(=O)Nc2ccccc2F)cc1)S(=O)(=O)c1cccs1
  JMJD2E inh: 10%
  Luc counter: -1%
  RGS12 GoLoco inh: 11%
  IMPase Li inh: 5%
  RECQ1 inh: -2%
  NPSR antagonist: 8%
  SMN2 splice up: 2%
  Epigenetic reg: 0.0%

mol: CCS(=O)(=O)c1ccc2c(c1)N(S(C)(=O)=O)CC(C(=O)NCCOC)O2 (stereo unspecified)
  JMJD2E inh: -1%
  Luc counter: 3%
  RGS12 GoLoco inh: 3%
  IMPase Li inh: -3%[38.3 µM]
  RECQ1 inh: -7%
  NPSR antagonist: 3%[46.1 µM]
  SMN2 splice up: -16%
  Epigenetic reg: -1.1%

# More results
SMILES,JMJD2E inh,Luc counter,RGS12 GoLoco inh,IMPase Li inh,RECQ1 inh,NPSR antagonist,SMN2 splice up,Epigenetic reg
C=CCn1c(SCC(=O)c2cc(C)n(C(C)COC)c2C)nc2sc(C)c(C)c2c1=O (stereo unspecified),-16%,0%,12%,29%[38.3 µM],-17%,?,-5%,-0.2%
Cc1ccc(-n2c(=O)c3sccc3n(Cc3cc(=O)n4ccccc4n3)c2=O)cc1,-5%,2%,-1%,1%,-3%,0%[46.1 µM],?,-0.9%&2.3%
O=C(O)c1ccc(/C=N/NC(=O)c2ccc(Br)cc2)cc1,-1%,1%,19%,-1%,6%,6%,12%,-1.0%
O=C(Nc1ccccc1F)c1ccncc1,0%,2%,-24%,6%[38.3 µM],-11%,2%[46.1 µM],3%,1.0%
C(=N\Nc1nc2ccccc2[nH]1)/c1ccc2c(c1)OCCO2,-18%,/,17%,/,-17%,23%,/,-0.2%
COCc1nnc(NC(C)=O)s1,1%,1%,-3%,1%,-7%,-14%,/,4.5%
CCOc1ccc(NC(=O)Nc2cccn(Cc3ccccc3)c2=O)cc1,?,-4%,-15%,8%,?,3%,-20%,-6.4%
CC(C)NC(=O)COC(=O)/C=C/c1ccc(F)cc1,-3%,-5%,0%,-1%,i,14%,-7%,0.0%
Cc1ccc([N+](=O)[O-])cc1/C=N/Nc1nnnn1-c1ccccc1,-5%,-2%,8%,33%[activator][38.3 µM],3%,-4%[46.1 µM],9%,-0.7%
CC(=O)Nc1nc(N2C(=O)c3ccccc3C2=O)n(-c2ccccc2)n1,-27%,0%,6%,12%[38.3 µM],i,-5%[46.1 µM],/,-2.0%
Cc1cc(C)n(C2CC(=O)N(c3ccc(C)c(Cl)c3)C2=O)n1 (stereo unspecified),8%,/,11%,/,-9%,12%,/,3.1%
NS(=O)(=O)c1ccc(NC(=S)N2CCN(S(=O)(=O)c3ccc(F)cc3)CC2)cc1,-3%,0%,-5%,2%,-11%,9%,3%,-1.9%
O=C(NCC1CCCO1)c1ccc(Br)o1 (stereo unspecified),1%,5%,-5%,1%,-4%,10%,6%,-0.1%
O=C(Nc1ccc(NC(=O)c2cccs2)cc1)c1ccc2c(c1)OCCO2,?,/,-2%,/,-1%,8%,/,-7.3%
CC1=CC(C)(C)Nc2ccc(OC(=O)CN3C(=O)CCC3=O)cc21,?,1%,-23%,15%[38.3 µM],i,-12%[46.1 µM],-10%,?
CCCCOc1ccc(S(N)(=O)=O)cc1,2%,-2%,3%,3%,-2%,-4%[46.1 µM],-9%,0.0%
CCOC(=O)c1cc(-c2csc(COc3ccccc3Cl)n2)on1,2%,/,-6%,/,0%,-2%,/,3.2%
CCN(CC)S(=O)(=O)c1ccc(C(=O)Nc2ccc3c(c2)OCCO3)cc1,0%,-2%,3%,12%[38.3 µM],i,-23%[46.1 µM],-3%,-4.6%
COc1ccccc1CC(=O)Nc1cccc(C)n1,4%,-3%,-3%,5%,-3%,-5%,/,-1.8%
CC(C)C(=O)Nc1ccc(NC(=O)CCc2ccccc2)cn1,-22%,-4%,14%,11%,18%,1%,-4%,0.5%
CCCCn1nnc(NC(=O)Cc2ccc(Cl)cc2)n1,1%,2%,4%,11%[38.3 µM],-15%,-21%[46.1 µM],2%,0.0%
COc1ccc2cc(CN(C(=O)Nc3ccccc3OC)C3CCCC3)c(=O)[nH]c2c1,-20%,12%,6%,7%[38.3 µM],i,?,-6%,-0.9%
Cc1ccc(C2/C(=C(/O)c3cnn(-c4ccccc4)c3C)C(=O)C(=O)N2CCCN2CCOCC2)o1 (stereo unspecified),?,/,-6%,/,-2%,16%,/,-1.1%
Cn1c(CCNC(=O)c2ccccc2F)nnc1SCc1nc2ccccc2c(=O)[nH]1,4%,2%,12%,16%[38.3 µM],0%,-16%[46.1 µM],3%,-0.2%
O=c1[nH]c(=O)n([C@@H]2C[C@H](O)[C@H](CO)O2)cc1I,1%[25.5 µM],1%[17.1 µM],-4%[21.6 µM],-2%,-9%[25.9 µM],/,?,2.4%[16.9 µM]
CCOC(=O)CNC(=O)C1Cc2ccccc2CN1S(=O)(=O)c1cccs1 (stereo unspecified),1%,/,-5%,1%,i,13%,/,-0.1%
O=C(O)CCN1C(=O)c2ccc(NC(=O)Cc3ccc(Cl)cc3)cc2C1=O,?,/,2%,-3%,-8%,-20%,/,-0.2%
NCCSCCc1ccccc1,/,-4%[7.66 µM],6%[14.2 µM],4%,/,/,-10%[9.22 µM],/
CC(CN(C)Cc1nc(Cc2cccc(C(F)(F)F)c2)no1)CN1CCCC1 (stereo unspecified),4%,-2%,20%,4%,-6%,0%,/,0.0%
Cc1csc2nc(CNS(=O)(=O)c3ccc4c(c3)CCCC4)cn12,-1%,1%,1%,27%[38.3 µM],-12%,-15%[46.1 µM],-19%,0.0%
Cc1ccc(C)n1-c1ncn[nH]1,0%,1%,-5%,28%[38.3 µM],-10%,-9%[46.1 µM],-5%,-1.0%
CC1CN(c2ccccc2)CCN1Cc1nc(Cc2ccccc2)no1 (stereo unspecified),8%,4%,-4%,-2%,i,18%,/,2.2%
Cc1ccccc1OCC(=O)N/N=C/c1ccco1,-3%,-1%,8%,6%[38.3 µM],-18%,1%[46.1 µM],-9%,-0.1%
COc1ccccc1NC(=O)Oc1ccc(C(C)=O)cc1,2%,-2%,9%,-10%[38.3 µM],-13%,4%[46.1 µM],4%,-0.9%
CC(C)N1CC(C(=O)O)CC1=O (stereo unspecified),-1%,-1%,6%,34%[activator][38.3 µM],-8%,-16%[46.1 µM],9%,-0.8%
CCCc1nc2sc3c(SCC(=O)NCc4ccco4)ncnc3c2c2c1CCC2,?,13%,-3%,-12%[38.3 µM],?,-2%[46.1 µM],-21%,0.7%
Cc1nn(C)cc1CNC(=O)C1C2CCC(C2)C1C(=O)O (stereo unspecified),3%,-3%,0%,-6%,-2%,22%,11%,-0.5%
Cc1ccc(CN2CCN(Cc3ccccc3)C(CCO)C2)s1 (stereo unspecified),3%,0%,-7%,4%,13%,-18%,/,1.8%
CCN(CC)CCn1c(=N)n(CC(O)COc2ccccc2)c2ccccc21 (stereo unspecified),5%,/,4%,/,-9%,3%,/,-1.1%
Cc1cc(N)n2nc(-c3ccc(C(C)(C)C)cc3)cc2n1,-19%,-24%,19%,43%[activator][38.3 µM],-9%,?,?,-1.5%

# Not all compounds are listed. The share of hits here may be higher or lower than overall.
